Compound activity from PubChem.
MazEF act: MazEF (E. coli) toxin RNase activation | P0AE70 | FAM/BHQ RNA-DNA oligo cleavage fluorescence, 5 h | activation, % at 20 µM | actives 0.32% (n = 350,000); in the data active = activation above about 50%
Rv3671c protease: inhibitors of M. tuberculosis serine protease Rv3671c; P9WHR9; inhibition, % at 5.96 µM; actives 0.048% (n = 320,000); in the data active = inhibition above about 38%;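 also: extracellular domain of Rv3671c used as enzyme; 0% = enzyme with DMSO and 100% = no enzyme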
Vc quorum ag: quorum light induction in luxS cqsA deficient V. cholerae; V. cholerae BH1578 lux reporter, luminescence, 6 h; activation, % at 18.7 µM; actives 0.16% (n = 350,000); AID 588436; in the data active = activation mostly above about 9.7%, no sharp cut-off; also: not every result past the cut was called active; inactives centre near 0; reference of the scale not given here
SSB-PriA inh: inhibitors of Klebsiella pneumoniae PriA binding to SSB C-terminal tail. inhibition, % at 33 µM. AlphaScreen SSBct-PriA binding, biotinylated peptide. actives 0.6% (n = 430,000); in the data active = inhibition mostly above about 37%, no sharp cut-off; inactive = mostly below about 20%;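 also: plate controls were negative control peptide for no effect and reference peptide for full effect; strong numbers were not always called active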
DUSP3 inh: DUSP3 (human) phosphatase inhibition | recombinant VHR phosphatase, pNPP absorbance | AID 1654 | P51452 | actives 0.52% (n = 290,000) | inhibition, % at 13.3 µM; in the data active = inhibition above about 50%; also: some compounds called inactive have numbers as strong as hits
Target sequence (P51452 whole entry, looked up): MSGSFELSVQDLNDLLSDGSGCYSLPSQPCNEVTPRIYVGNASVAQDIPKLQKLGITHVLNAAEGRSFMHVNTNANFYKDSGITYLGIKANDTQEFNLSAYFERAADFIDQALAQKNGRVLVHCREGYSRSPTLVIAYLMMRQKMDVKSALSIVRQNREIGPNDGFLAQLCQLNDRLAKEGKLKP
TcdB inh: TcdB glycohydrolase inhibition; P18177; TcdB glycohydrolase enzymatic assay, plate reader; inhibition, % at 9.99 µM; actives 0.24% (n = 350,000); AID 652162; in the data active = inhibition above about 10%
Y pestis TopoI: Y. pestis Topo-I inhibition via cleavage products. Y. pestis Topo-I cleavage product accumulation, plate reader. activity, % at 10 µM. actives 0.064% (n = 360,000); in the data active = activity above about 50%, passing the limit was not always enough; also: inactives centre near 2
SARS 3CLpro inh: SARS-CoV 3CLpro protease inhibition | P0C6X7 | recombinant SARS-CoV 3CLpro, quenched FRET peptide cleavage | inhibition, % at 6 µM | actives 0.14% (n = 290,000); in the data active = inhibition above about 12%
Anthrax LF prot: blocks Bacillus anthracis lethal factor protease | inhibition, % at 10 µM | AID 588501 | multiplex microsphere protease cleavage assay, LF | P15917 | actives 0.12% (n = 360,000); in the data active = inhibition above about 30%; also: plate controls were buffer without enzyme for full effect and enzyme alone for no effect
Target sequence (P15917 whole entry, looked up): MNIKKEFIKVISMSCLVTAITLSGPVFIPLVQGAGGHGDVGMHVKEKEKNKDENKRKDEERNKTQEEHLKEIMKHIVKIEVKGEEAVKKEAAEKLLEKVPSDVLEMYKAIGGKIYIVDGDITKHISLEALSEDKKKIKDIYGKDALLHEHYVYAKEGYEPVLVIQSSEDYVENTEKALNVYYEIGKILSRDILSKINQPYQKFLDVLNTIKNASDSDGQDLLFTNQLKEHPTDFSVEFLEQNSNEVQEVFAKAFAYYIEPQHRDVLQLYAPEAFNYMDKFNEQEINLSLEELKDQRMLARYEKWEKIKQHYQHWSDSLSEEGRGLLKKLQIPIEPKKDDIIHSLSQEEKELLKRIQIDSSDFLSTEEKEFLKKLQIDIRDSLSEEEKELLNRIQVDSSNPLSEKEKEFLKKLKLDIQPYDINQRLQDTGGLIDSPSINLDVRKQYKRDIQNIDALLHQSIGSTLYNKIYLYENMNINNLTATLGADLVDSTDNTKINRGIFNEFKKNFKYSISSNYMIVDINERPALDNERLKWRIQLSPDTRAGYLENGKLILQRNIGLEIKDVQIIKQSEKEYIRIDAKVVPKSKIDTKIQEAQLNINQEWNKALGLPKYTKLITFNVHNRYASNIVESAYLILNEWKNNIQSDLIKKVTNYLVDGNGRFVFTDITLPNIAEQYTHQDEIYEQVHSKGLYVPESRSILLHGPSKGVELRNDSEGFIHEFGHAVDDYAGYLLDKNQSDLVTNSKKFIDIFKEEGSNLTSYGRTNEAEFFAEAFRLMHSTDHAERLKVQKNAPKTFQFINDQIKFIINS
PfHsp40 yeast: compounds rescuing yeast from Plasmodium falciparum HSP40 toxicity; S. cerevisiae expressing PfHsp40, growth rescue, ATP luminescence; actives 0.68% (n = 340,000); AID 504582; growth rescue, % at 12.5 µM; in the data active = growth rescue above about 28%, passing the limit was not always enough;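 also: yeast W303a lacking pdr1 and pdr3 grown in galactose medium; growth measured after three days at 30 °C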
An asterisk follows results filed as active; i = inactive; x = not tested or not shown. A portion of the library, so the mix of outcomes need not match the whole.

1: COc1ccc(C2=NS(=O)(=O)N(C)C(C(=O)NCc3ccc4c(c3)OCO4)=C2)cc1
2: O=[N+]([O-])c1cccc(NN=Nc2ccccc2)c1
3: COc1cc(OC)cc(C(=O)NCCNC(=O)c2ccccn2)c1
4: CC(=O)c1ccccc1NS(=O)(=O)c1c(C)nn(-c2ccccc2)c1C
5: COc1ccc(-c2ccc(CCC(=O)O)n2-c2cc(OC)ccc2OC)cc1
6: CCOCCCNC(=S)NCCNc1nc2c(C)cccc2cc1C#N

assay / compound	1	2	3	4	5	6
Anthrax LF prot	-5	-11	-1	-2	0	6
PfHsp40 yeast	0.1	-1.0	1.2	0.1	x	-0.7
TcdB inh	100*	0.5	1.1	x	-0.1	x
MazEF act	0	0	-19	0	-2	-13
Rv3671c protease	2	3	-10	8	x	0
SSB-PriA inh	11	8	-6	-24	x	-16
Y pestis TopoI	6	-1	-13	5	1	6
DUSP3 inh	-2	17	31	10	x	-16
SARS 3CLpro inh	0	1	-5	2	x	-5
Vc quorum ag	-0.2	-0.8	2.8	-0.5	-0.6	i

7: Cc1ccc(C)c(NC(=O)CSc2ccc(S(=O)(=O)N3CCCC3)cn2)c1
8: Cc1ccccc1N1CCN(S(=O)(=O)c2nnc(NC(=O)c3ccco3)s2)CC1
9: O=C(Nc1cc(S(=O)(=O)N2CCOCC2)ccc1N1CCCC1)c1ccc(Cl)cc1
10: CC1(C(=O)Nc2cccc3ccccc23)CCN1C(=O)Cc1ccc(Cl)cc1Cl (stereo not drawn)
11: Cc1ccc(S(=O)(=O)N2CCC(C(=O)NNC(=O)c3ccccc3)CC2)cc1
12: CCCc1nccn1S(=O)(=O)c1cc(OC)ccc1OC

assay / compound	7	8	9	10	11	12
Anthrax LF prot	6	7	-3	-10	-2	-3
PfHsp40 yeast	1.0	-0.4	0.1	x	1.2	5.5
TcdB inh	-4.1	-0.7	1.7	1.2	1.4	x
MazEF act	27	10	-5	x	7	1
Rv3671c protease	4	-7	x	x	3	-5
SSB-PriA inh	-17	-8	-1	x	-7	-26
Y pestis TopoI	-9	-4	14	17	12	8
DUSP3 inh	x	-6	x	x	19	11
SARS 3CLpro inh	x	3	x	x	1	0
Vc quorum ag	2.6	-0.2	i	-0.9	0.5	i

Profiles as entered above. Screens in order: Anthrax LF prot	PfHsp40 yeast	TcdB inh	MazEF act	Rv3671c protease	SSB-PriA inh	Y pestis TopoI	DUSP3 inh	SARS 3CLpro inh	Vc quorum ag
Entry for `CCCc1nccn1S(=O)(=O)c1cc(OC)ccc1OC` : -3	5.5	x	1	-5	-26	8	11	0	i
Entry for `Cc1ccc(S(=O)(=O)N2CCC(C(=O)NNC(=O)c3ccccc3)CC2)cc1` : -2	1.2	1.4	7	3	-7	12	19	1	0.5
Entry for `COc1ccc(C2=NS(=O)(=O)N(C)C(C(=O)NCc3ccc4c(c3)OCO4)=C2)cc1` : -5	0.1	100*	0	2	11	6	-2	0	-0.2
Entry for `Cc1ccc(C)c(NC(=O)CSc2ccc(S(=O)(=O)N3CCCC3)cn2)c1` : 6	1.0	-4.1	27	4	-17	-9	x	x	2.6
Entry for `O=C(Nc1cc(S(=O)(=O)N2CCOCC2)ccc1N1CCCC1)c1ccc(Cl)cc1` : -3	0.1	1.7	-5	x	-1	14	x	x	i

(further entries)
13: O=C(NCCN1CCCCC1)c1ccc(/C=N/O)nc1
14: CCc1ccc(OCC(=O)Nc2nnc(C3CCCC3)s2)cc1
15: Cn1c(CNC(=O)c2ccco2)nnc1SCC(=O)Nc1ccc(Cl)cc1
16: O=C(Nc1cc2c3c(c1)CC(=O)N3CCC2)c1ccc(F)cc1
17: C/C(=N\Oc1cccc(F)n1)c1ccc(Cl)cc1Cl
18: Fc1ccc(-n2nnc(-c3ccccc3Cl)n2)cc1

assay / compound	13	14	15	16	17	18
Anthrax LF prot	-4	-4	0	x	-1	-5
PfHsp40 yeast	-0.5	-0.6	-0.3	-0.1	-0.2	1.0
TcdB inh	0.5	0.9	1.8	1.8	x	3.1
MazEF act	12	4	-15	-5	2	0
Rv3671c protease	-4	1	6	0	3	8
SSB-PriA inh	x	-13	31	-1	x	-10
Y pestis TopoI	-15	2	-2	-2	20	1
DUSP3 inh	22	6	x	x	-16	16
SARS 3CLpro inh	6	3	x	x	-1	3
Vc quorum ag	i	0.5	i	-0.3	0.6	0.7

19: O=C(CCS(=O)(=O)Cc1ccccc1F)NCCCN1CCCCC1
20: COc1ccc(-c2csc(-n3cccn3)n2)cc1
21: CN1CCN(c2nc3c(c(=O)[nH]c(=O)n3C)n2Cc2ccc([N+](=O)[O-])cc2)CC1
22: Cc1cn(S(=O)(=O)c2ccccc2[N+](=O)[O-])cn1
23: Cc1cccc(N(C)S(=O)(=O)c2ccc3c(c2)CCC(=O)N3)c1
24: CCS(=O)(=O)c1ncc(Cl)c(C(=O)Nc2ccc(S(=O)(=O)N3CCCC(C)C3)cc2)n1 (stereo not drawn)

assay / compound	19	20	21	22	23	24
Anthrax LF prot	x	-7	-6	-8	1	5
PfHsp40 yeast	-1.7	5.5	-0.8	7.2	1.7	0.6
TcdB inh	x	0.1	0.8	0.2	x	2.1
MazEF act	-2	-4	-3	-28	-2	12
Rv3671c protease	4	-10	8	2	0	-129
SSB-PriA inh	-9	-15	-2	-21	1	1
Y pestis TopoI	1	-4	-7	6	0	11
DUSP3 inh	-11	11	30	14	23	21
SARS 3CLpro inh	-3	4	4	-4	5	-1
Vc quorum ag	-3.4	-0.5	-0.4	i	-0.5	-0.2

25: Cc1cc(C)c2c(C)c(C(=O)NCc3ccncc3)oc2c1
26: O=[N+]([O-])c1ccc(N2CCN(S(=O)(=O)c3ccc(Cl)cc3)CC2)cc1NCc1cccnc1
27: COc1ccc(-n2ncc3c(N4CCC(C(N)=O)CC4)ncnc32)cc1
28: CC(=O)c1cccc(-c2ccnc3c2CC(C(=O)Nc2ccc4c(c2)OCO4)O3)c1 (stereo not drawn)
29: COc1cc(/C=C2\CC/C(=C\c3ccc(OCCO)c(OC)c3)C2=O)ccc1OCCO
30: O=C(CNCC1CCCO1)Nc1ccc(N2CCCCCC2)cc1 (stereo not drawn)

assay / compound	25	26	27	28	29	30
Anthrax LF prot	-5	-11	-6	-6	2	-8
PfHsp40 yeast	-0.8	0.6	-1.0	x	0.5	-1.1
TcdB inh	x	3.3	x	0.7	0.4	x
MazEF act	5	-1	8	x	-54	6
Rv3671c protease	2	-8	-4	x	-13	0
SSB-PriA inh	8	-8	-8	x	1	28
Y pestis TopoI	10	2	-14	10	7	13
DUSP3 inh	13	0	21	x	10	0
SARS 3CLpro inh	-1	2	1	x	1	1
Vc quorum ag	-0.3	-0.4	-0.3	-0.4	-0.2	-3.3

31: CC(C)NC(=O)c1ccc(-c2cccc(C(F)(F)F)c2)o1
32: Cc1nc2ccc(OC(=O)c3ccccc3)cc2s1
33: CC(=O)Nc1ccc(NC(=O)c2ccc(NS(=O)(=O)c3cc(C(C)(C)C)cc(C)c3C)cc2)cc1
34: Cc1c(C)c2c(OCC(=O)Nc3cccnc3)cc3c(c2oc1=O)CCC(C)(C)O3
35: COC(=O)c1cc2c(C)nn(C)c2s1
36: CC(O)CNc1nc(Cl)c(C#N)s1 (stereo not drawn)

assay / compound	31	32	33	34	35	36
Anthrax LF prot	-8	10	1	-1	0	-2
PfHsp40 yeast	0.2	0.1	-0.8	-1.0	-0.8	0.1
TcdB inh	x	1.7	0.8	-0.3	1.0	1.9
MazEF act	-2	-7	22	-24	8	-1
Rv3671c protease	7	4	-120	1	2	-2
SSB-PriA inh	-11	-42	1	2	-1	0
Y pestis TopoI	-2	20	-1	-2	-1	3
DUSP3 inh	0	12	3	13	18	11
SARS 3CLpro inh	1	0	-2	3	-3	3
Vc quorum ag	33*	i	i	-0.6	-0.3	-3.6

37: Cc1ccc(NCc2nnc(SCC(=O)c3ccccc3)o2)c(C)c1
38: CNc1c(NC(=O)COc2ccc(Cl)cc2)c(=O)oc2ccccc12
39: COc1ccc(CCN2C(=NC(=O)CCC(=O)O)SC3CS(=O)(=O)CC32)cc1OC (stereo not drawn)
40: CCOC(=O)c1[nH]c(COC(=O)CCOc2ccccc2OC)c(C(=O)OCC)c1C
41: CCOC(=O)C1CCCN(CC(=O)c2c[nH]c3ccc(C)cc23)C1 (stereo not drawn)
42: COC(=O)c1[nH]c(C)c(/C(O)=C2\C(=O)C(=O)N(CCN3CCOCC3)C2c2ccc(C)o2)c1C (stereo not drawn)

assay / compound	37	38	39	40	41	42
Anthrax LF prot	0	-2	9	-1	x	6
PfHsp40 yeast	-0.5	-0.1	-0.1	0.4	x	0.1
TcdB inh	x	0.4	x	x	1.0	-0.1
MazEF act	-4	-1	7	1	10	2
Rv3671c protease	6	2	5	-4	3	-4
SSB-PriA inh	2	-5	-13	-16	7	x
Y pestis TopoI	-10	2	8	17	x	0
DUSP3 inh	36	3	12	6	5	-10
SARS 3CLpro inh	-3	-3	-4	3	4	1
Vc quorum ag	i	-0.4	0.0	-1.7	x	-0.8

43: CCOC(=O)C1=C(C)NC(=O)NC1c1ccc(N2CCC(c3ccccc3)=N2)cc1 (stereo not drawn)
44: CC1(C)Cc2ccccc2-c2c1c(=O)n(Cc1ccccc1)c1nnnn21
45: COc1ccccc1N1CCN(c2cc(=O)n(-c3ccccc3Cl)c(=O)[nH]2)CC1
46: CCOC(=O)/C(=C/c1ccc(OC(F)F)cc1)C1=Nn2c(nnc2-c2ccc(Cl)cc2)SC1
47: CS(=O)(=O)N(Cc1ccc(C(=O)NN=C2CCCCCC2)cc1)c1ccccc1
48: CCC(=O)c1ccc(OCC(=O)Nc2ccc(S(=O)(=O)Nc3cc(C)nc(C)n3)cc2)cc1

assay / compound	43	44	45	46	47	48
Anthrax LF prot	0	-10	-4	-10	-2	-7
PfHsp40 yeast	-0.5	0.0	-1.2	0.0	0.4	5.6
TcdB inh	x	x	3.8	1.3	-4.6	-1.7
MazEF act	27	4	-4	-14	-2	-7
Rv3671c protease	-13	-6	7	x	4	3
SSB-PriA inh	-6	-9	-6	-10	-1	3
Y pestis TopoI	-7	-5	-3	46	4	-1
DUSP3 inh	13	22	23	x	-5	x
SARS 3CLpro inh	5	-9	-2	x	2	x
Vc quorum ag	-0.2	i	-0.2	0.8	-2.4	-1.7

49: O=S1(=O)CC2N=C(N(Cc3ccc(F)cc3Cl)c3ccccc3F)SC2C1 (stereo not drawn)
50: CN(C)c1nnnn1-c1ccc(OC(F)(F)F)cc1
51: CCOc1ccc(OCC(=O)N2CCOCC2)cc1
52: O=C(Nc1ccccc1)Nc1ccccc1

assay / compound	49	50	51	52
Anthrax LF prot	1	-2	-1	4
PfHsp40 yeast	0.7	-2.5	-1.3	0.3
TcdB inh	2.3	0.5	x	1.5
MazEF act	-6	-13	9	0
Rv3671c protease	3	4	4	x
SSB-PriA inh	-8	-17	7	-7
Y pestis TopoI	33	3	3	1
DUSP3 inh	-18	9	14	x
SARS 3CLpro inh	5	2	-2	x
Vc quorum ag	-0.1	-0.1	i	-0.4
